# From PubChem BioAssay
# N370S GC – qHTS Assay for Inhibitors and Activators of N370S glucocerebrosidase as a Potential Chaperone Treatment of Gaucher Disease; N370S GC spleen homogenate, 4MU-glucoside fluorescence; Potency, µM (top dose mostly 59.4 µM), inactives show at the highest dose activity change, negative = inhibition, actives largely listed as inhibitors; 330,000 compounds, 0.092% hits; AID 2101, 2009;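 also: 0% = full enzyme activity and -100% = no enzyme basal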
# TDP1 block – qHTS Assay for Inhibitors of Tyrosyl-DNA Phosphodiesterase (TDP1); Tyrosyl-DNA phosphodiesterase 1 (Homo sapiens), Q9NUW8; recombinant TDP1, AlphaScreen DNA substrate cleavage; Potency, µM (titrated, usually from 130 µM), inactives show top-dose activity change, negative = inhibition, most hits filed as inhibitors; 350,000 compounds, 0.28% hits; also: nearly all actives have a fitted effect of over 40% in size
# Target sequence (Q9NUW8 whole entry, looked up): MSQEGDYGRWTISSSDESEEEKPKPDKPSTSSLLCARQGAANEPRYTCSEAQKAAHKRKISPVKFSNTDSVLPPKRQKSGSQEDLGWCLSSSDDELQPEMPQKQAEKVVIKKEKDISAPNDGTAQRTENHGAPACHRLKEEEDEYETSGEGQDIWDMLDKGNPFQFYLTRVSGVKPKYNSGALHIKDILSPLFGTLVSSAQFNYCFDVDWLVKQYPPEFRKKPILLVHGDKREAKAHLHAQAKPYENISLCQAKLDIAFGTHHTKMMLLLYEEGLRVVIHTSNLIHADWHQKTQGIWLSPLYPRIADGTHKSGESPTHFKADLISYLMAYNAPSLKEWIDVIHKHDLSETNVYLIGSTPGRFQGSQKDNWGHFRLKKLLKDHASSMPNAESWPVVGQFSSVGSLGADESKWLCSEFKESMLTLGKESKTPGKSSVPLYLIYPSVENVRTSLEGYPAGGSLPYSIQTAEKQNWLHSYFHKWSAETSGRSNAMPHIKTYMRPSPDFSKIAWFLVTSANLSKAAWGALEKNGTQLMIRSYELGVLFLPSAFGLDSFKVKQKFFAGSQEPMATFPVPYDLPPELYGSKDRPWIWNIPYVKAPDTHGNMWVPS
#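 Signal: AlphaScreen proximity between streptavidin donor and anti-FITC acceptor beads on intact substrate. Reaction: Tdp1 1 nM, substrate 15 nM final, 5 min RT after 15 min compound preincubation.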
# FEN1 inhibitor – qHTS Assay for the Inhibitors of Human Flap endonuclease 1 (FEN1). Recombinant FEN1 flap cleavage, fluorescence, 15 min. AID 588795, 2011. Potency, µM (highest dose often 114 µM), for inactives: top-dose activity change, negative = inhibition, most hits filed as inhibitors. P39748. 390,000 compounds, 0.35% hits; also: nearly all actives have a fitted effect of over 65% in size
# Target sequence (P39748 whole entry, looked up): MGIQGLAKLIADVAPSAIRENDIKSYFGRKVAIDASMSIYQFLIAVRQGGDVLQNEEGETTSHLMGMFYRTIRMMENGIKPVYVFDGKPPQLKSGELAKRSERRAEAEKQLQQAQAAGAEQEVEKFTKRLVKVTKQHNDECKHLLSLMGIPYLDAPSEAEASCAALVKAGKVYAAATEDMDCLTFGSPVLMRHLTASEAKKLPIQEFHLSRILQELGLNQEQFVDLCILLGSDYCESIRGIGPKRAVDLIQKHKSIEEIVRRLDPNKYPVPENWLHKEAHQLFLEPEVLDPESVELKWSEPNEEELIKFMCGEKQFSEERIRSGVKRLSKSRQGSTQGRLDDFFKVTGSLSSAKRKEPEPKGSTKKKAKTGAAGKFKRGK
#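 Read-out was taken twice, immediately and after 15 min, following addition of 50 nM substrate to 10 nM FEN1 that had sat with test compound for 15 min at room temperature. Curves came from a four-parameter Hill model.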
# An asterisk follows results filed as active; u = inconclusive; x = not tested or not shown; & = joins results of further samples; [ ] = remark or other dose. Calls follow the shape of the dose curve; as a rule, active = well fitted curve in the direction sought with a large enough effect; inconclusive = small, poorly fitted or top-dose-only effect, or another doubt; inactive = no such curve, though single readings can be large; an effect the other way counts as inactive or inconclusive. Unless noted, % is scaled to controls: 0 for no effect and ±100 for the full control effect; potency is read from the fitted curve at half-maximal effect.
N370S GC	TDP1 block	FEN1 inhibitor	compound
-5%	1%	-13%	COC(=O)[C@]1(Cc2ccccc2)N[C@H](c2ccc(-c3ccccc3)cc2)[C@@H]2C(=O)N(C)C(=O)[C@@H]21
4%	2%	-6%	Cc1cc(N(C)C)cc(C)[n+]1[O-]
-13%	0%	-10%	COc1ccc(NC(=O)Nc2cc(F)ccc2C)cc1
14%	-13%[56.1 µM]	-11%	CC(=O)c1cc(C(c2csc(C(C)=O)c2)c2csc(C(C)=O)c2)cs1
4%	5%	-4%	O=C(CCCN1C(=O)c2cccnc2C1=O)N1CC(=O)N(CCc2ccccc2)C(=O)C1
1%	2%	-10%	O=C(COC(=O)/C=C/c1cccc(Cl)c1)NCCc1ccc(Cl)cc1Cl
-10%	x	-1%	Cc1ccccc1-c1nnn(CC(=O)N2CCN(C(=O)c3ccco3)CC2)n1
x	1%	4%	CCOC(=O)C1CCCN(C(=O)c2ccc3ncsc3c2)C1 (stereo not given)
u	-2%	0%	COC(=O)c1ccc(/C=C/c2ccc3cccc(OC)c3n2)cc1
x	-5%	4%	CCc1ccccc1NC(=O)CSc1nnc2ccc3ccccc3n12
0%	1%	6%	COCCCNC(=O)CSc1nc2ccccc2c(=O)n1Cc1ccc2c(c1)OCO2
u	u	-31%	O=C(CCN1C(=O)/C(=C\C=C\c2ccccc2)SC1=S)Nc1cccc(C(=O)O)c1
-26%	-5%	7%	Cc1ccccc1C(=O)NNc1ccc(-c2csnn2)cc1
7%	0%	2%	Cc1ccccc1C(=O)OCCCN=C1NS(=O)(=O)c2ccccc21
4%	5%	-10%	Cc1cccc2cc(CN(CCCO)C(=O)Nc3ccccc3Cl)c(=O)[nH]c12
11µM*	7%	-21%	Fc1ccccc1-c1nc(NCc2ccco2)c2ccccc2n1
-5%	4%	-14%	O=C(Cn1nnc(-c2ccncc2)n1)N1CCc2ccccc21
-4%	6%	7%	O=C(NCc1ccccc1)C(=O)NCC1OCCCN1S(=O)(=O)c1cccs1 (stereo not given)
5%	5%	-3%	CC(c1ccccc1)n1c(SCC(=O)N2CC(=O)Nc3ccccc32)nc2ccccc2c1=O (stereo not given)
0%	2%&0%	-9%&-4%	COc1ccccc1CNC(=O)C1CCN(C(=O)c2sccc2-n2cccc2)CC1
-16%	0%	-15%	COc1ccccc1N1CCN(/N=C/c2ccc(O)c(O)c2)CC1
x	-1%	1%	Cc1cccc(OCC(=O)OCc2cc(=O)n3nc(C4CC4)sc3n2)c1
1%	1%	-13%	S=C(NCCc1ccccn1)Nc1cccc(Cl)c1
-3%	1%	-5%	Nc1nc(NCc2ccc(Cl)cc2)nc(NCCO)c1[N+](=O)[O-]
-6%	0%	-3%	COC(=O)Cc1cc(=O)n(-c2ccccc2)[nH]1
-9%	13%	-2%	Cc1cc(NC(=O)CCC(=O)N(c2ccccc2)C(C(=O)NC(C)(C)C)c2ccccc2Cl)no1 (stereo not given)
-22%	7%	-6%	N#C/C(=C\c1ccc(-c2ccc(S(=O)(=O)N3CCOCC3)cc2)o1)C(=O)NC1CC1
16%	4%	-4%	O=C(O)c1cnc2[nH]c3ccccc3n2c1=O
-17%	x	14%	NC(N)=NS(=O)(=O)c1ccc(NC(=S)NC(=O)/C=C/c2ccccc2)cc1
22%	2%	0%	N#CC(C(=O)NCc1ccccc1)c1nc2ccccc2nc1N1CCCC1 (stereo not given)
0%	10%	1%	Cc1cccc(NC(=S)NNC(=O)c2cccc([N+](=O)[O-])c2)c1
-7%	0%	1%	Cc1ccc(CCSc2ccc(F)cc2)cn1
x	0%	-1%	COC(=O)[C@]1(C)N[C@H](CN(C)C(=O)c2ccccc2)[C@@H]2C(=O)N(Cc3ccccc3)C(=O)[C@@H]21
u	1%	-5%	COc1ccccc1[C@@H]1C(c2cccc(Cl)c2)=NN(c2ccc(Br)cc2)[C@H]1C(=O)N1CCOC1=O
1%	-6%	45µM*	CCS(=O)(=O)C1=NN2C(=N)/C(=C\c3ccc(SCc4ccco4)o3)C(=O)N=C2S1
x	-3%[56.1 µM]	2%	O=C(COC(=O)/C=C/c1cccc(C(F)(F)F)c1)NC1CCS(=O)(=O)C1 (stereo not given)
x	5%	3%	COc1ccccc1NC(=O)CSCc1cc(=O)c2c(C)cc(C)cc2[nH]1
0%	3%	5%	Cc1cc2nccc(-c3ccc(Cl)c([N+](=O)[O-])c3)n2n1
x	-1%	22%	CCOC(=O)C1CCCN(C(=O)c2sc3nc4n(c(=O)c3c2C)CCC4)C1 (stereo not given)
x	0%	3%	O=C1C=C(c2ccc3[nH]ccc3c2)C[C@@H](c2ccc(Cl)cc2)C1
-3%	6%	34%	Cc1cccc(OC(=O)n2c(=S)oc3cc(Cl)ccc32)c1
-1%	3%	-2%	COc1ccc(OCC2CCCN(Cc3nc(CC4CC4)no3)C2)cc1 (stereo not given)
-7%	5%	-4%	CC(C)OCCCNC(=O)C1CCN(S(=O)(=O)N2CCCCC2)CC1
4%	2%	5%	COc1ccc(Nc2nnc(SCC(=O)N3CCCC3)s2)cc1
0%	2%	5%	Cc1nnc(NC(=O)COc2ccccc2)s1
0%	x	-8%	CC(C)(C)OC(=O)CNC(=O)c1[nH]cnc1C(=O)NCCCCCNC(=O)OC(C)(C)C
19%	0%	3%	Cc1nn(C)c(Oc2ccc(Cl)cc2)c1C(=O)Nc1ccc(F)cc1F
4%	4%	7%	C=CCNC(=S)/N=c1/ccccn1CCC
u	3%	-3%	COc1ccc(C(=O)NC(=O)Nc2cc(C)ccn2)cc1
12%	2%	-2%	CC(=O)Nc1nc(SCc2ccc(Cl)cc2Cl)n[nH]1
8%	1%	-5%	Cc1ccc(C(=O)O/N=C(\N)c2ccc(Br)cc2)cc1
-7%	x	-3%	Cc1cc(=O)[nH]c(SCC(=O)Nc2nonc2C)n1
-6%	3%	18%	CCN(CCCNC(=O)CCCOc1cc(=O)n(C)c2ccccc12)Cc1ccccc1
-2%	x	-6%	O=C(/C=C/c1ccc(Cl)cc1)NC(=S)Nc1ccc(C(=O)O)cc1
0%	-2%	-16%	CC(=O)c1cc2c(C)c(C(=O)c3ccccc3)oc2cc1O
25%	5%	-3%	Cc1cccc(/C=N/NC(=O)Cn2nc(C)cc2C)n1
x	3%	-1%	O=C(N/N=C/c1ccccc1C(=O)O)c1cccc(S(=O)(=O)N2CCCCC2)c1
2%	-3%	1%	CCC(C)C(N=C1NS(=O)(=O)c2ccccc21)C(=O)N1CCC(C)CC1 (stereo not given)
x	2%	-2%	O=C(Nc1cc(-c2nc3ccccc3o2)ccc1Cl)c1cccc2c(Cl)cccc12
24%	-3%	-22%	O=C(COC(=O)C1(c2ccc(Cl)cc2)CCCC1)N1CCc2ccccc21

# More records follow:
N370S GC	TDP1 block	FEN1 inhibitor	compound
24%	3%	-3%	COc1cc(OC)nc(/N=C/N(C)C)n1
5%	2%	3%	COc1ccc(C2=CC(c3sccc3C)n3nnnc3N2)cc1 (stereo not given)
x	3%	-4%	CNC(=O)C1CCC(Cn2c(=O)c3sccc3n(CC(=O)Nc3ccc(C)c(C)c3)c2=O)CC1 (stereo not given)
2%	x	1%	COc1cccc2cc(C(N)=O)/c(=N\NC(=O)c3ccccc3)oc12
-1%	x	u	O=C(c1ccc(NC2=NC3CS(=O)(=O)CC3S2)cc1)N1CCN(c2ccccc2F)CC1 (stereo not given)
15%	2%	0%	N/C(=N\OC(=O)C12CC3CC(CC(C3)C1)C2)c1cccnc1
-5%	x	21%	CCOC(=O)CN1C(=O)/C(=C/c2cccc(Br)c2)Oc2ccccc21
-4%	-10%	-6%	CC(C)CN(C(=O)c1cccc(S(=O)(=O)N2CCN(c3ccc(F)cc3)CC2)c1)C1CCS(=O)(=O)C1 (stereo not given)
-6%	1%	14%	Cc1ccc(Nc2nc(-c3cccnc3)cs2)cc1Cl
12%	-1%	x	Cc1ccc2c(c1)c1ncnc(N3CCC4(CC3)OCCO4)c1n2C
4%	x	-1%	CCCCN(Cc1cc2cccc(C)c2[nH]c1=O)S(C)(=O)=O
6%	0%	2%	CC1(C)CC(NC(=O)c2c(N)no[n+]2[O-])CC(C)(C)N1
1%	x	3%	Cc1ccnc(NC(=O)COc2ccc3c(c2)CCC3)c1
1%	x	7%	O=[N+]([O-])c1ncccc1OCc1ccc(-c2ccccc2)cc1
9%	2%	3%	COc1ccc(CCC(C)Nc2cccc(F)c2)cc1 (stereo not given)

# Whole records, quoted from the list. Order of screens: N370S GC, TDP1 block, FEN1 inhibitor
# Shown for Cc1cccc(OC(=O)n2c(=S)oc3cc(Cl)ccc32)c1 → -3%, 6%, 34%
# Shown for CC(C)CN(C(=O)c1cccc(S(=O)(=O)N2CCN(c3ccc(F)cc3)CC2)c1)C1CCS(=O)(=O)C1 (stereo not given) → -4%, -10%, -6%

# Following part:
N370S GC	TDP1 block	FEN1 inhibitor	compound
1%	-3%	0%	NC(=O)CSc1nc2ccccc2c(=O)n1Cc1ccco1
x	4%	1%	Cc1cccc(NC(=O)CN(C)C(=O)c2ccc(N3CCCCCC3)c([N+](=O)[O-])c2)c1C
-3%	0%	0%	COc1ccc(CCN=Cc2c(C)[nH]n(-c3ccc([N+](=O)[O-])cc3)c2=O)cc1OC
12%	8%	13%	CCCCC(=O)Nc1cc(OCC)c(NC(=S)NC)cc1OCC
x	2%	-5%	CCN(Cc1ccccc1)C(=O)CN1C(=O)CSc2ccc(S(=O)(=O)N(CC)CC)cc21
7%	1%	-13%	COc1ccc(Cl)cc1C(=O)n1nc(C)cc1C
1%	-4%	-6%	Cc1cc(Cn2nc(-c3ccccc3)cc2C(=O)NCc2cccc(C(F)(F)F)c2)on1
-1%	x	0%	COc1ccc(NC(=O)c2ccc(NC3=NC4CS(=O)(=O)CC4S3)cc2)cc1 (stereo not given)
6%	4%	-7%	COc1ccc(Oc2coc3cc(OC(=O)/C=C/c4ccccc4)ccc3c2=O)cc1
4%	x	u	Cc1ccccc1NC(=O)Cc1nc(COC(=O)c2cc([N+](=O)[O-])ccc2NCCO)cs1
19%	-8%	-16%	c1ccc(-n2nnnc2SCCCSc2nc3ccccc3s2)cc1
u	4%	-6%	O=C(c1nn(-c2ccccc2)c(=O)c2ccccc12)N1CCN(c2ccccn2)CC1
-6%	3%	7%	Cc1cccc(C(=O)NC2=NCCS2)c1
x	2%	6%	O=C(Nc1ccccc1)c1nc[nH]c1C(=O)NCCN(CCNC(=O)c1[nH]cnc1C(=O)Nc1ccccc1)CCNC(=O)c1[nH]cnc1C(=O)Nc1ccccc1
-20%	4%	9%	Cc1ccc(OC(C)C(=O)Nc2ccccc2C(=O)N2CCN(C)CC2)cc1 (stereo not given)
3%	1%	12%	Cc1ccccc1N(CC(=O)NCc1ccc2c(c1)OCO2)C(=O)CCC(=O)Nc1ccccn1
1%	4%	1%	O=C(Nc1ccccc1-c1ccccc1)c1ccc(Cl)c([N+](=O)[O-])c1
u	11%	-21%	Oc1ccc(N=Nc2nc(-c3ccccc3)c(-c3ccccc3)[nH]2)cc1
3%	-4%	-4%	CCc1cc(Cn2nc(-c3ccccc3)cc2C(=O)NCc2cccs2)on1
x	2%	13%	COc1ccc(S(=O)(=O)N(C)C[C@@H]2Oc3c(NS(=O)(=O)c4cn(C)cn4)cccc3C(=O)N([C@@H](C)CO)C[C@@H]2C)cc1
5%	-9%	7%	CCOC(=O)Cc1csc(NC(=O)NC2(C(F)(F)F)Oc3cc(Cl)c(Cl)cc3O2)n1
u	1%	5%	CC(=O)CCc1ccc(Oc2nc(-c3cccnc3)nc3ccccc23)cc1
-18%	-8%	-23%	N#Cc1ccc(OCC(O)CN2CCN(c3ncc(C(F)(F)F)cc3Cl)CC2)cc1 (stereo not given)
1%	-3%	-1%	CCOCCCNC(=S)NCCNc1nc2c(C)cccc2cc1C#N

# Four entries from above, as labelled records:
Cc1ccccc1N(CC(=O)NCc1ccc2c(c1)OCO2)C(=O)CCC(=O)Nc1ccccn1
  N370S GC = 3%	TDP1 block = 1%	FEN1 inhibitor = 12%
O=C(Nc1ccccc1-c1ccccc1)c1ccc(Cl)c([N+](=O)[O-])c1
  N370S GC = 1%	TDP1 block = 4%	FEN1 inhibitor = 1%
Oc1ccc(N=Nc2nc(-c3ccccc3)c(-c3ccccc3)[nH]2)cc1
  N370S GC = u	TDP1 block = 11%	FEN1 inhibitor = -21%
CCc1cc(Cn2nc(-c3ccccc3)cc2C(=O)NCc2cccs2)on1
  N370S GC = 3%	TDP1 block = -4%	FEN1 inhibitor = -4%

# Fetched one by one from above (2):
N370S GC	TDP1 block	FEN1 inhibitor	compound
u	11%	-21%	Oc1ccc(N=Nc2nc(-c3ccccc3)c(-c3ccccc3)[nH]2)cc1
3%	1%	12%	Cc1ccccc1N(CC(=O)NCc1ccc2c(c1)OCO2)C(=O)CCC(=O)Nc1ccccn1
